High-throughput results: PubChem, several laboratories
SKN-1 block: inhibitors of C. elegans SKN-1 | inhibition, % at 21.8 µM | 0.49% of 360,000 active | C. elegans VP596 Pgst-4::GFP/RFP ratio, acrylamide-induced, 24 h;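 active = interference check ratio from 0.5 to 1.5 plus GFP to RFP signal ratio inhibition reaching or exceeding a fixed threshold, cut at about 30% in these data, passing the limit was not always enough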; note: some compounds called inactive have numbers as strong as hits
Rin1 Abl inh: human Rin1-Abl interaction inhibition; TR-FRET Rin1/Abl binding, biochemical; inhibition, % at 7.35 µM; 0.4% of 360,000 active; AID 588664; in the data active = inhibition above about 5%, passing the limit was not always enough
MT1-MMP act inh: MT1-MMP (human) activation inhibition. HT1080 RFP-PRO-GFP cells, GFP/RFP ratio fluorescence, overnight; percent of plate control window, DMSO zero. GFP/RFP ratio change, % at 20 µM. 0.061% of 360,000 active. AID 651647;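 active = GFP/RFP ratio change of at least 30% with cell ATP level not reduced by more than half and red fluorescence within 50% of control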; note: strong numbers were not always called active
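Test system: HT1080 RFP-PRO-GFP cells; Benchmarks: DMSO and RFP-L50D-GFP cell wells; Timing: cells overnight before dosing, compound overnight, 37 °C, 5% CO2; Compound: one 20 µM compound dose with 1% DMSO; Read-out: GFP/RFP fluorescence ratio.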
E coli Lon inh: inhibits E. coli Lon protease; P0A9M0; purified E. coli Lon protease, fluorescence polarization; inhibition, % at 7.94 µM; 0.42% of 360,000 active; AID 602123; in the data active = inhibition above about 13%, passing the limit was not always enough;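 note: 0% = enzyme with probe and DMSO and 100% = no enzyme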
NRP1-CendR mod: alters CendR peptide binding to human NRP-1; inhibition, % at 25 µM; AID 602438; 0.85% of 360,000 active; FAM-RPARPAR peptide binding to NRP-1, fluorescence polarization;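 active = inhibition or corrected inhibition above about 18%, plus a signal ratio from 0.5 to 1.5, limit read from the data, passing the limit was not always enough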; note: strong numbers were not always called active
FAS-TE inh: FAS thioesterase (human) inhibition | P49327 | recombinant FAS-TE, OMFH fluorogenic substrate, fluorescence endpoint | inhibition, % at 15 µM | 0.67% of 360,000 active | AID 602261;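 active = compounds whose normalised, plate-corrected inhibition of enzyme fluorescence in the single-dose primary screen is 50% or more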;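 note: 0% = DMSO with enzyme and 100% = substrate without enzyme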
Neddyl block: inhibitors of human cullin neddylation | TR-FRET cullin neddylation, biochemical | calls only at 25 µM | 0.58% of 360,000 active | AID 651699; in the data active = inhibition above about 36%
MLLE-PAM2 inh: blocks PAM2 peptide binding to the PABP1 MLLE domain; P11940; GST-MLLE / FITC-PAM2 fluorescence polarization; AID 588489; 0.36% of 360,000 active; inhibition, % at 20 µM; in the data active = inhibition above about 35%, passing the limit was not always enough;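 note: plate controls were DMSO wells with GST-MLLE for no effect and wells lacking GST-MLLE protein for full effect; some results filed as inactive read as strong as hits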
bovine MsrA act: activates bovine MsrA enzyme; 0.3% of 360,000 active; activation, % at 10.6 µM; purified bovine MsrA, absorbance read-out; in the data active = activation above about 7.5%;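 note: 0% = vehicle and 100% = reference activator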
* hit, by the source's call; i = inactive; nt = not tested or not shown.

SMILES	SKN-1 block	Rin1 Abl inh	MT1-MMP act inh	E coli Lon inh	NRP1-CendR mod	FAS-TE inh	Neddyl block	MLLE-PAM2 inh	bovine MsrA act
COc1ccc(NC(=S)NCCCN2CCCC2)cc1Cl	0	0	0	-2	-7	-6	i	16	-1
Cc1cccc(C)c1NC(=O)CCCSc1nnc(-c2ccco2)o1	10	-3	2	3	-12	-2	i	-24	1
C[C@H](CO)N1C[C@H](C)[C@@H](CN(C)Cc2ccncc2)Oc2c(NC(=O)C3CC3)cccc2C1=O	-6	3	-1	-7	0	-10	i	-4	-2
CCOC(=O)C1CCCN(Cc2nc(Cc3cccc(F)c3)no2)C1 (centres undefined)	-3	-2	1	-11	-6	-2	i	2	-3
COc1ccc2c(c1)C(=O)/C(=C/C=C/c1ccccc1)CC2	0	2	-8	-2	10	10	i	-10	-1
CC1CCCC(C)N1CCCNC(=O)Cn1c(=O)c2cccn2c2cccnc21 (centres undefined)	8	-2	-2	-4	15	-7	i	15	-2
COCCC1CCCCN1Cc1cn(-c2ccccc2)nc1-c1ccc2c(c1)OCO2 (centres undefined)	3	-1	3	-3	1	5	i	1	-4
COc1ccccc1CNc1nc(S(=O)(=O)c2ccccc2)c(Cl)s1	15	0	2	-1	-8	16	i	-1	-3
COc1cc2c(cc1OC)CN(CC(=O)Nc1ccc(Cl)c(S(=O)(=O)N(C)C)c1)CC2	-11	3	-2	-6	0	-1	i	-15	-8
O=C(NC1CCCCC1)N1CCCC(c2nc(-c3cccs3)no2)C1 (centres undefined)	21	1	8	-6	-3	-1	i	6	-11

Molecules from the list above with four or more nitrogen atoms:
SMILES	SKN-1 block	Rin1 Abl inh	MT1-MMP act inh	E coli Lon inh	NRP1-CendR mod	FAS-TE inh	Neddyl block	MLLE-PAM2 inh	bovine MsrA act
C[C@H](CO)N1C[C@H](C)[C@@H](CN(C)Cc2ccncc2)Oc2c(NC(=O)C3CC3)cccc2C1=O	-6	3	-1	-7	0	-10	i	-4	-2
CC1CCCC(C)N1CCCNC(=O)Cn1c(=O)c2cccn2c2cccnc21 (centres undefined)	8	-2	-2	-4	15	-7	i	15	-2
O=C(NC1CCCCC1)N1CCCC(c2nc(-c3cccs3)no2)C1 (centres undefined)	21	1	8	-6	-3	-1	i	6	-11

Complete entries as entered above.
COc1ccc(NC(=S)NCCCN2CCCC2)cc1Cl across the screens: SKN-1 block: 0; Rin1 Abl inh: 0; MT1-MMP act inh: 0; E coli Lon inh: -2; NRP1-CendR mod: -7; FAS-TE inh: -6; Neddyl block: i; MLLE-PAM2 inh: 16; bovine MsrA act: -1
COc1ccc2c(c1)C(=O)/C(=C/C=C/c1ccccc1)CC2 across the screens: SKN-1 block: 0; Rin1 Abl inh: 2; MT1-MMP act inh: -8; E coli Lon inh: -2; NRP1-CendR mod: 10; FAS-TE inh: 10; Neddyl block: i; MLLE-PAM2 inh: -10; bovine MsrA act: -1
CC1CCCC(C)N1CCCNC(=O)Cn1c(=O)c2cccn2c2cccnc21 (centres undefined) across the screens: SKN-1 block: 8; Rin1 Abl inh: -2; MT1-MMP act inh: -2; E coli Lon inh: -4; NRP1-CendR mod: 15; FAS-TE inh: -7; Neddyl block: i; MLLE-PAM2 inh: 15; bovine MsrA act: -2

(more compounds)
SMILES	SKN-1 block	Rin1 Abl inh	MT1-MMP act inh	E coli Lon inh	NRP1-CendR mod	FAS-TE inh	Neddyl block	MLLE-PAM2 inh	bovine MsrA act
N/N=C1\CCCc2nonc21	6	3	1	-3	-3	-4	i	4	-4
O=C(c1ccccc1)c1ccc(OC(=O)C2CCCCC2)cc1	9	0	-1	-3	-4	18	i	-7	-4
Clc1ccc(CSc2cnnc3ccccc23)cc1Cl	10	3	0	-12	2	4	i	5	-1
N#Cc1ccccc1N1CCN(C(=O)c2ccc(NC(=O)c3ccc(Br)o3)cc2)CC1	20	1	8	-3	-16	8	i	7	-2
Cc1ccc(S(=O)(=O)CC(N)=O)cc1	7	2	6	1	3	-12	i	13	-7
Cc1cc(C)cc(NC(=O)C2(c3ccccc3)CC2(Cl)Cl)c1 (centres undefined)	3	4	-29	2	0	32	i	-5	-9
CCOc1ccc(-c2cc(C(=O)NC3CCCCC3)[nH]n2)c(C)c1	9	-4	-3	0	4	-7	i	-1	-1
COc1ccc(Cl)cc1NC(=O)C/C(C)=N/NC(=O)CCc1ccccc1	-15	1	2	-16	-4	6	i	-7	0
COc1ccc(N2Cc3cccc(C(=O)O)c3C2=O)cc1	-3	-4	3	-11	-16	-9	i	-4	-4
Cc1ccc(Nc2ncnc(Cl)c2N)cc1	12	-2	3	1	6	-7	i	18	-2

3 structures already listed, ordered by number of heavy atoms, smallest number first.
SMILES	SKN-1 block	Rin1 Abl inh	MT1-MMP act inh	E coli Lon inh	NRP1-CendR mod	FAS-TE inh	Neddyl block	MLLE-PAM2 inh	bovine MsrA act
Cc1ccc(Nc2ncnc(Cl)c2N)cc1	12	-2	3	1	6	-7	i	18	-2
Clc1ccc(CSc2cnnc3ccccc23)cc1Cl	10	3	0	-12	2	4	i	5	-1
O=C(c1ccccc1)c1ccc(OC(=O)C2CCCCC2)cc1	9	0	-1	-3	-4	18	i	-7	-4

Carrying on:
SMILES	SKN-1 block	Rin1 Abl inh	MT1-MMP act inh	E coli Lon inh	NRP1-CendR mod	FAS-TE inh	Neddyl block	MLLE-PAM2 inh	bovine MsrA act
Cc1cc(Oc2cnn(C(C)(C)C)c(=O)c2Cl)cc(C(C)C)c1	-6	-6	-16	4	-10	21	i	-12	-3
O=C(O)c1ccccc1OCC1CCCO1 (centres undefined)	6	2	-2	5	11	-3	i	3	-2
CCOC(=O)C(C)On1c(-c2ccc(Cl)cc2)nc2ccc([N+](=O)[O-])cc21 (centres undefined)	41*	-4	-9	-3	-12	23	i	1	-1
CCOC(=O)C1(CCOc2ccccc2)CCN(Cc2cccc(OC)c2O)CC1	12	-1	3	1	8	-11	i	7	-2
Cc1cc2c(=O)n(C)c(SCC(=O)NCC3CCCO3)nc2s1 (centres undefined)	-3	0	-4	-3	-2	-8	i	-1	-2
NC(=O)CSCc1cccc(Br)c1	-18	6	0	-9	1	-6	i	10	1
Cc1cccc(C(=O)NC(=S)N2CCN(c3ccc([N+](=O)[O-])cc3)CC2)c1	-3	-4	11	-1	-9	15	i	-78	-2
Cc1csc(NC(=O)c2cc(C)on2)n1	-8	-1	-1	6	-7	-9	i	-5	-2
Cc1ccc(-c2nnn(CC(=O)N(CC3CCCO3)C(C(=O)NCC3CCCO3)c3ccc(F)cc3)n2)o1 (centres undefined)	8	-1	4	5	9	-7	i	0	0
CCC(CC)C(=O)c1c[nH]c(C(=O)NN)c1	13	1	-1	-14	8	-4	i	-9	-1
CCCC(=O)N1CCC1(C)C(=O)NS(=O)(=O)c1ccccc1 (centres undefined)	12	-1	1	13	9	-7	i	15	0
O=S(=O)(O)c1cccnc1SCc1ccccc1	-5	-2	0	-1	-6	-3	i	11	-8
Cc1ccc(S(=O)(=O)CCC(=O)N2CCN(c3ccccc3F)CC2)cc1	17	-1	5	3	-2	-4	i	0	-3
CC(=O)c1cc2c(cc1NS(=O)(=O)c1cccc(C(=O)O)c1)OCO2	-8	0	1	1	-3	-7	i	0	-5
Cc1ccc(NC(=O)CCNC(=O)c2ccc(Cl)cc2)cc1C	-7	1	1	-10	0	6	i	-4	-3
Cc1ccccc1NC(=O)NC1(C(=O)NCc2ccco2)CCCCC1	-6	4	2	2	5	-7	i	3	-1
COc1ccccc1CN(C)C(=O)CN1CCN(C(=O)c2cccs2)CC1	-6	-4	0	0	6	-6	i	0	-5
CCCCCC(=O)Nc1cccc(C2=NOC3(C2)C[C@H](C(N)=O)N(C(=O)c2ccccc2)C3)c1 (some centres undefined)	11	-4	2	-2	-6	-8	i	-6	-13
COc1cc2c(cc1OC)CN(C(=O)CCC(=O)c1ccc(F)cc1)CC2	9	1	-1	-5	-13	0	i	2	-7
COc1ccc(C2=Nc3ccccc3OC2)cc1	5	-5	-10	2	-15	-3	i	8	1
CN(C)c1ccc(/C=N/NC(=O)CN(c2ccccc2Cl)S(C)(=O)=O)cc1Br	36*	-6	-1	5	-17	9	i	-4	-3
O=C(CNS(=O)(=O)c1ccccc1F)OCC(=O)c1c[nH]c2ccccc12	12	2	3	-4	2	-6	i	3	-3
O=C(Cc1ccccc1)NCCc1cccc(Cl)c1	-11	-4	4	5	26*	-6	i	3	-6
COc1ccccc1CCNC(=O)C(=O)c1cn(CC(=O)N2CCCC2)c2ccccc12	-7	1	-3	-1	-2	3	i	-6	-9
Cc1ccc2nc(Nc3nc(-c4ccccc4)cc(=O)[nH]3)nc(C)c2c1	6	1	-9	2	-2	-2	i	-16	-2
Cc1nc2cc(Nc3nnc(-c4ccccc4)c4ccccc34)ccc2n1C	13	-4	3	-8	-4	-2	i	1	-3
Cc1cc(-c2cn3ccccc3n2)c(C)n1-c1ccccc1	13	1	-3	-10	3	1	i	-2	-5
CCOc1ccccc1NC(=O)COc1cccnc1[N+](=O)[O-]	8	-2	4	3	13	6	i	12	-3
O=C(Nc1nnc(COc2ccc(Cl)cc2)s1)c1ccco1	-4	-1	-1	10	-2	-4	i	23	-6
O=[N+]([O-])c1cccc(-c2ccc(/C=N/n3c(-c4ccccc4)n[nH]c3=S)o2)c1	-3	0	5	-18	6	-2	i	-78	-1
COC(=O)[C@@]1(Cc2ccccc2)[C@H]2C(=O)N(C)C(=O)[C@H]2[C@H]2CN=C(SC)N21	-2	2	2	-8	-14	-6	i	-4	-5
Cn1c(N)c(C(=O)COC(=O)/C=C/c2ccc(Cl)cc2)c(=O)n(C)c1=O	-9	3	2	-7	3	1	i	6	4
Cc1[nH]c2ccc(C(=O)OC(C)C(=O)NC3(C#N)CCCCC3)cc2c1C (centres undefined)	13	3	10	1	3	0	i	-14	-1
CCOC(=O)N1CCN(S(=O)(=O)c2ccc3c(c2)CC(C)N3C(=O)C2CC2)CC1 (centres undefined)	0	1	4	6	9	-2	i	0	-2
NS(=O)(=O)c1ccc(-c2cccc(/C=C3\SC(=O)NC3=O)c2)cc1	2	-4	-4	-4	-61	-3	i	-35	-4
CCCCCNC(=O)CSC1=N/C(=C\c2ccc(Cl)c(Cl)c2)C(=O)N1CC	3	1	6	4	-11	-10	i	28	3
Cc1cccc(C)c1NC(=O)NC1(C(=O)N2CCN3CCCC3C2)CCCCC1 (centres undefined)	12	0	-2	4	-4	-6	i	7	-1
Cc1[nH]nc2c1C1(CCN(C(=O)OCc3ccccc3)CC1)C(C#N)=C(N)O2	-2	2	6	1	-11	-2	i	9	-2
CC1CN(Cc2c(O)ccc3c(=O)c(-c4ccccc4)coc23)CC(C)O1 (centres undefined)	1	0	0	-1	38*	-6	nt	2	-14
COc1ccc(-c2csc(Nc3cccnc3)n2)cc1	18	0	7	-7	25*	-4	i	7	-1
O=C(N/N=C1\CC(c2ccccc2)Oc2ccccc21)c1ccccn1 (centres undefined)	9	5	10	-3	-4	-4	nt	11	-4
